trophozoite growth: anti-Giardia activity of synthetic compounds – Compounds Australia Scaffold Library subset, 24/48 h, primary screen (AID 1794835); active compounds read high; inhibition, % at 10 µM; actives 2% (n = 2,500); in the data active = inhibition mostly above about 45%, no sharp cut-off; inactive = mostly below about 37%;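 note: 0% = parasite counts in DMSO vehicle wells; trophozoite growth inhibition read by imaging counts at 24 h; calls made by hand needing about 50% inhibition in two separate runs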
An asterisk follows results filed as active; i = inactive. These rows are one share of the data; rates above refer to the full screens.

canonical_smiles | trophozoite growth
CC(=O)N1CCCC(C(=O)N2CCCN(c3nccs3)CC2)C1 (configuration not stated) | i
COc1ccc(-c2noc(CC(=O)N3CCN(c4ccccn4)CC3)n2)cc1 | 23.4
O=C(Cc1ccccc1F)N1CCC(Nc2cccnc2)C1 (configuration not stated) | 18.5
Cc1ccc(N(C)S(=O)(=O)c2cc(-c3nc(-c4ccc(Cl)cc4)no3)cs2)cc1 | i
COc1ccc(Cl)cc1-n1nnc(-c2nsc(NC(=O)c3ccccc3)n2)c1C | 20.0
CCCCCCn1c(CN2CCCCC2CC)nc2c1c(=O)n(C)c(=O)n2C (configuration not stated) | i
Cc1cc2n(n1)CCCN2CC(=O)N1CCN(c2cccc(Cl)c2)CC1 | 5.3
CCc1nnc(-c2nnc(NCc3ccc4c(c3)OCO4)c3ccccc23)o1 | i
CCn1cc(C(=O)NCc2ccccc2)c(=O)c2ccc(C)nc21 | 6.1
CN(C)C(=O)Cc1nc(CN2CCc3c(ncn3C)C2)cs1 | i
O=c1n(Cc2nc3ccccc3[nH]2)nnn1-c1cccs1 | i
Cc1[nH]c(C)c(S(=O)(=O)N2CCN(c3cccc(Cl)c3)CC2)c1C(=O)N1CCCC1 | i
O=C(Nc1ccc(N2CCN(C3CCCCC3)C2=O)nc1)c1ccc(Cl)s1 | 26.3
CCN1CCN(C(=O)Nc2ccc(Cl)cc2)c2cccnc21 | i
CCCCN1CCN(C(=O)c2cc3c(=O)n(CC(C)C)c4ccccc4n3n2)CC1 | 12.0

Three entries drawn at random from those above:
canonical_smiles | trophozoite growth
CCN1CCN(C(=O)Nc2ccc(Cl)cc2)c2cccnc21 | i
CCCCN1CCN(C(=O)c2cc3c(=O)n(CC(C)C)c4ccccc4n3n2)CC1 | 12.0
COc1ccc(-c2noc(CC(=O)N3CCN(c4ccccn4)CC3)n2)cc1 | 23.4

(next part)
canonical_smiles | trophozoite growth
CCC(=O)Nc1cccc(-c2noc(C3CCCN(C(=O)COc4cccc(C)c4)C3)n2)c1 (configuration not stated) | i
CCCCc1nc(CN2CCCC2Cn2nc(C)nc2C)no1 (configuration not stated) | i
O=C(c1ccoc1)N1CCCCC1c1nc(-c2ccccc2)no1 (configuration not stated) | i
Cc1nn(-c2ccccn2)c2ncc(C(=O)NCC(c3ccccc3Cl)N(C)C)cc12 (configuration not stated) | i
COc1ccc(-c2cc3nc(CN4CCCC4c4ccc(OC)cc4)[nH]c(=O)c3s2)cc1 (configuration not stated) | 0.9
Cc1nn(-c2ccccc2)c2sc(C(=O)N3CCCCC3)cc12 | 39.6*
CC(C)N(C(=O)CN1C(=O)NC(Cc2c[nH]c3ccccc23)C1=O)c1ccccc1 (configuration not stated) | i
C=CCn1c(N2CCCC2)nc2c1c(=O)[nH]c(=O)n2C | i
CN(CCOc1cccc(F)c1)C(=O)c1ccc(-n2ccnc2)nn1 | i
Cc1ccc(NC(=O)Cn2nnc(-c3nc(-c4ccccc4)no3)c2N)cc1C | 2.5
Cc1ccccc1S(=O)(=O)N1CCC2(CC1)Nc1ccc(Cl)cc1-n1cccc12 | 20.1
O=[N+]([O-])c1cccc(S(=O)(=O)N2CCCCCC2c2cccs2)c1 (configuration not stated) | 25.8
O=C(Cn1cccc1-c1nc(-c2ccccc2)no1)N1CCc2ccccc21 | i
O=C(NC(c1ccccc1)C1CC1)c1ccc2c(c1)S(=O)(=O)Nc1ncnn1-2 (configuration not stated) | i
Cc1cccc(-c2noc(CN3CC(n4cc(C)cn4)C3)n2)c1 | 6.1
Fc1ccc(-c2cc(C(F)(F)F)nc(NCc3ccco3)n2)cc1 | 2.3
CC1c2ccsc2CCN1C(=O)c1ccc(-c2ccc(F)cc2)n1C (configuration not stated) | i
Cn1nc(CC(=O)OCC(=O)N2c3ccccc3NC(=O)C23CCCC3)c2ccccc2c1=O | i
CC(C)(C)c1ccc(C(=O)N2CCC3(CC2)N=C(c2cccc(Cl)c2)C(=O)N3)cc1 | 32.1
CC(C)(C)c1ccc(C(=O)N2CCC3(CC2)N=C(c2ccccc2)NO3)cc1 | i
COC(=O)c1ccc(F)c(S(=O)(=O)NC2(c3nc(C)cs3)CCC2)c1 | 27.1
Cc1ccc(-c2noc(CCCN3CCN(C(=O)c4ccc5ncsc5c4)CC3)n2)cc1 | i
Cc1nsc(N2CCCN(C(=O)NCc3ccccc3C)CC2)n1 | i
COC(=O)c1c(C(=O)OC)c(-c2ccc(NC(=O)/C=C/c3ccccc3[N+](=O)[O-])cc2)n2c1CCC2 | i
Cc1ccc(C)c(NC(=O)Cc2nc(Cn3cnc([N+](=O)[O-])c3)cs2)c1 | 59.9*
Cc1nc(N2CCCC2)c2c(C)c(C(=O)Nc3ccccc3Cl)sc2n1 | 49.2
Cc1ccnc(N2CCCC(C(=O)NC3CCCC3)C2)n1 (configuration not stated) | 10.9
COc1ccc(CNS(=O)(=O)c2c(C)nc3sc(C)nn23)cc1 | 4.3
c1ccc2nc(Sc3nnnn3C3CCOCC3)cnc2c1 | i
Cc1ccc(N2CCCN(C(=O)CN(C)C3CC3)CC2)nn1 | 11.9
c1ccc(OC2CN(Cc3nc(C4CC4)no3)C2)cc1 | 3.8
O=C(C1CCCN1C(=O)C1CCCCC1)N1CCCC(c2nc(-c3ccc(Cl)cc3)no2)C1 (configuration not stated) | i
Cc1ccc(-n2cc(C(=O)c3cc(C)ccc3O)cn2)cc1 | i
COc1ccc(C(=O)NC2CCN(c3cc(-c4cccs4)[nH]n3)C2)cc1 (configuration not stated) | 0.8
CC1(C(=O)NCc2cccc(F)c2)CCCN(C(=O)Cc2cccs2)C1 (configuration not stated) | 29.2
COc1ccc(-c2noc(-c3ccc(=O)n(CC(=O)N4CCN(c5ccc(F)cc5)CC4)c3)n2)cc1 | i
O=S(=O)(Nc1ccc(OC2CCNCC2)nc1)c1ccccc1 | i
COc1ccc(C2CCCN2C(=O)c2cnn(-c3ccc(C(F)(F)F)cn3)c2C)cc1 (configuration not stated) | 35.2
CCn1cnnc1C1CCN(C(=O)C2CCOc3ccccc32)CC1 (configuration not stated) | i
CCOc1cc(-c2cc(N)n(S(=O)(=O)c3ccc(C)cc3)n2)cc(OCC)c1OCC | 0.6
Cc1cccc(CN2CCc3c(cc(C(=O)NC(C)(C)C)n3C)C2)c1 | i
COc1ccc(CN(C(=O)c2cc(=O)[nH]c3ccc(S(=O)(=O)N4CCOCC4)cc23)C2CC2)cc1 | i
CCOC(=O)c1ccc(S(=O)(=O)N2CCC(C3(C)NC(=O)NC3=O)CC2)cc1 (configuration not stated) | i
CCCNC(=O)CN1CCN(Cc2nc(C)c3ccccc3n2)CC1 | i
O=C1OCCN1CCCN1CCCC(c2nc3ccccc3o2)C1 (configuration not stated) | i

Rewritten with each value named: 4 of the compounds above
molecule: CCn1cnnc1C1CCN(C(=O)C2CCOc3ccccc32)CC1 (configuration not stated)
  trophozoite growth: i
molecule: O=C(C1CCCN1C(=O)C1CCCCC1)N1CCCC(c2nc(-c3ccc(Cl)cc3)no2)C1 (configuration not stated)
  trophozoite growth: i
molecule: CCCNC(=O)CN1CCN(Cc2nc(C)c3ccccc3n2)CC1
  trophozoite growth: i
molecule: COc1ccc(C2CCCN2C(=O)c2cnn(-c3ccc(C(F)(F)F)cn3)c2C)cc1 (configuration not stated)
  trophozoite growth: 35.2

The listing picks up, repeating the 4 entries before the break.
canonical_smiles | trophozoite growth
COc1ccc(CN(C(=O)c2cc(=O)[nH]c3ccc(S(=O)(=O)N4CCOCC4)cc23)C2CC2)cc1 | i
CCOC(=O)c1ccc(S(=O)(=O)N2CCC(C3(C)NC(=O)NC3=O)CC2)cc1 (configuration not stated) | i
CCCNC(=O)CN1CCN(Cc2nc(C)c3ccccc3n2)CC1 | i
O=C1OCCN1CCCN1CCCC(c2nc3ccccc3o2)C1 (configuration not stated) | i
O=C(NC1CCCC1)N1CCCCC1c1nncn1CC1CC1 (configuration not stated) | i
COc1ccc(CC2(C)NC(=O)N(Cc3c(C)noc3C)C2=O)cc1 (configuration not stated) | i
Cc1ccc(-c2cc(C(=O)NCc3cn(C)nc3C)c3ccccc3n2)cc1C | i
O=C(Nc1cccc(F)c1)c1nnc(C2CCCN2C(=O)Nc2cccc(C(F)(F)F)c2)s1 (configuration not stated) | 8.5
FC(F)CN1CCN(c2nc(-c3ccncc3)nc3c2CCC3)CC1 | i

Some of these compounds in order of SMILES length, highest first:
canonical_smiles | trophozoite growth
O=C(Nc1cccc(F)c1)c1nnc(C2CCCN2C(=O)Nc2cccc(C(F)(F)F)c2)s1 (configuration not stated) | 8.5
Cc1ccc(-c2cc(C(=O)NCc3cn(C)nc3C)c3ccccc3n2)cc1C | i
FC(F)CN1CCN(c2nc(-c3ccncc3)nc3c2CCC3)CC1 | i
CCCNC(=O)CN1CCN(Cc2nc(C)c3ccccc3n2)CC1 | i
O=C1OCCN1CCCN1CCCC(c2nc3ccccc3o2)C1 (configuration not stated) | i
O=C(NC1CCCC1)N1CCCCC1c1nncn1CC1CC1 (configuration not stated) | i
